SIAH1 antagonists – Siah-1 peptide-binding antagonists, primary screen, biochemical, fluorescence polarization, rhodamine-plectin, uHTS (AID 1817) | one-dose displacement, % at 20 µM; IC50 in µM for titrated hits | 290,000 compounds, 0.02% hits | Siah-1 / rhodamine-plectin peptide fluorescence polarization; higher % means a stronger effect | E3 ubiquitin-protein ligase SIAH1 (Homo sapiens);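 active = displacement of at least 50% at 20 µM, with a fluorescence ratio check between 0.3 and a set limit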;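 also: plate controls were Siah plus tracer with DMSO for no effect and tracer alone without Siah for full effect; strong numbers were not always called active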
P. falciparum M1AAP – P. falciparum M1AAP inhibitors, biochemical, fluorogenic H-Leu-NHMec substrate, 1536-well (AID 1445). recombinant M1AAP, H-Leu-NHMec fluorogenic kinetic assay; higher % means a stronger effect. one-dose inhibition, % at 30 µM; IC50 in µM for titrated hits. Aminopeptidase N (Plasmodium falciparum (isolate 3D7)). 220,000 compounds, 0.42% hits;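 active = primary inhibition above the hit cutoff, then over 50% inhibition at one or more dose response concentrations, cut at about 23% in these data, passing the limit was not always enough; inconclusive = conflicting primary data, or primary hits not chosen for dose response; inactive = low primary inhibition, or under 50% at every dose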;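 also: plate controls were DMSO full reaction for no effect and no enzyme background for full effect; strong numbers were not always called active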
TNAP activators – human TNAP enzyme activators, primary screen, biochemical, luminescent, no phosphate acceptor, uHTS (AID 1001) | Alkaline phosphatase, tissue-nonspecific isozyme (Homo sapiens) | purified TNAP, luminescent activation assay, no phosphate acceptor; higher activation fold means a stronger effect | activation fold at 20 µM; hits with a dose series show EC50 in µM | 200,000 compounds, 0.03% hits; in the data active = activation fold from about 3, or a potency from the dose series; inactive = the rest, 99 in 100 with activation fold below about 1.6; also: many of its hits are not listed in these tables
PMI inhibition – human PMI inhibitors, high substrate, primary screen, biochemical, fluorescence intensity, high mannose 6-phosphate (AID 1220); Mannose-6-phosphate isomerase (Homo sapiens); recombinant PMI enzyme, coupled fluorescence intensity; higher % means a stronger effect; inhibition, % at 20 µM, or IC50 in µM where a hit was titrated; 190,000 compounds, 0.66% hits
K1F lysis inhibition – inhibition of K1F phage lysis, E. coli UTI89, bacterial capsule biogenesis inhibitors, alamar blue (AID 488966); E. coli UTI89 K1F phage lysis, alamar blue, 2 h; higher % means a stronger effect; one-dose inhibition, % at 100 µM; IC50 in µM for titrated hits; 340,000 compounds, 0.02% hits;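 active = phage lysis inhibition, versus mean bacterial control, above a set limit; inconclusive = no clear call, values can overlap the other calls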;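 also: capsule biogenesis inhibitors block K1F phage lysis so surviving cells raise fluorescence; higher fluorescence means more inhibition of phage lysis; actives were called in the ten point dose series up to 300 µM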
Hep lipid drop – inhibitors of hepatocyte lipid droplet formation, primary screen, imaging, high-throughput imaging, BODIPY stain; AML12 mouse hepatocytes, oleate lipid droplets; inhibition, % at 6.5 µM; 240,000 compounds, 0.4% hits;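 active = lipid droplet intensity inhibited by at least 50%, with more than 500 cells counted; inconclusive = wells with under 300 cells, treated as cytotoxic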
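System: AML12 hepatocytes (mouse). Probe or stimulus: oleic acid at 100 µM to induce lipid droplet formation. Times: overnight treatment with compound plus oleate. Detection: Image-based BODIPY and DAPI two-channel analysis. Evaluation: percent inhibition of filter-corrected integrated lipid droplet intensity per well.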
P. falciparum M17LAP – P. falciparum M17LAP inhibitors, primary screen, biochemical, fluorogenic H-Leu-NHMec substrate, 1536-well (AID 1619); recombinant M17LAP, H-Leu-NHMec fluorogenic kinetic assay; higher % means a stronger effect; one-dose inhibition, % at 30 µM; IC50 in µM for titrated hits; 220,000 compounds, 0.38% hits;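 active = compound inhibiting the enzyme by more than half at any dose during confirmatory dose-response retesting; inconclusive = strong single-dose inhibitors picked by rank but not retested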;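 also: plate controls were full reaction with DMSO carrier for no effect and no enzyme background for full effect; strong numbers were not always called active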
PMI inhibitors – inhibitors of human PMI, primary screen, biochemical, fluorescence intensity, coupled assay (AID 1209) | Mannose-6-phosphate isomerase (Homo sapiens) | inhibition, % at 20 µM, or IC50 in µM where a hit was titrated | purified PMI enzyme, coupled fluorescence intensity; higher % means a stronger effect | 190,000 compounds, 0.42% hits;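 also: plate controls were DMSO vehicle for no effect and wells lacking substrate for full effect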
XIAP displacement – XIAP antagonists, biochemical, IAP family, fluorescence polarization (AID 1018); displacement, % at 20 µM; hits with a dose series show IC50 in µM; 200,000 compounds, 0.007% hits; E3 ubiquitin-protein ligase XIAP (Homo sapiens); XIAP BIR domain, fluorescence polarization peptide displacement; higher % means a stronger effect; in the data active = displacement above about 50%; also: a part of the inactive calls stands beside numbers as strong as those of hits
Hep lipid drop cells 6.5 µM – also measured in Hep lipid drop; calls as there; cell count; measured here: cell count, cytotoxicity flag;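 cells counted across two imaged fields per well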
An asterisk follows results filed as active; ? = inconclusive; / = not tested or not shown; [ ] = remark or other dose. Rule as the data show it, unless noted: active = inhibition above about 50%; inactive = the rest.

structure | SIAH1 antagonists | P. falciparum M1AAP | TNAP activators | PMI inhibition | K1F lysis inhibition | Hep lipid drop | Hep lipid drop cells 6.5 µM | P. falciparum M17LAP | PMI inhibitors | XIAP displacement
O=[N+]([O-])c1ccc(N2CCNCC2)c(S(=O)(=O)N2CCOCC2)c1 | -2% | 8% | 1.1 | -4% | 0.7% | -7 | 655 | 1% | 7% | -0.1%
Brc1ccccc1-c1nnc(COc2cccc3cccnc23)o1 | -7% | 3% | 1 | 16% | -0.2% | -13 | 801 | 3% | 22% | -0.4%
O=C(NCc1ccccc1)C1=C[C@@H](c2ccc(C(F)(F)F)cc2)C[C@@H](OCc2ccc(CO)cc2)O1 | 3% | 9% | 1 | 50%* | 3.1% | -5 | 689 | 0% | 26% | -1.4%
S=C(NCCc1ccccn1)NC1CCCCC1 | 2% | 15% | 1.2 | -4% | 1.1% | 26 | 679 | 4% | -5% | -2.5%
CC(C)C(C)NC(=O)COc1ccc([N+](=O)[O-])cc1Cl (stereo not given) | -1% | 8% | 1 | -3% | 0.1% | -19 | 736 | -11% | 1% | -6.3%
COc1ccc2c(c1)Cc1sc(NC(C)=O)nc1-2 | 6% | -4% | 1.1 | 2% | -0.3% | 0 | 744 | -5% | 10% | 33%
COc1ccc(C(=O)NCC(=O)OCc2ccc(F)cc2Cl)cc1OC | -4% | 4% | 1.1 | -2% | -0.8% | 8 | 671 | 4% | -9% | -8.4%
CCCOc1ccc(C(=O)CCC(=O)OCC(=O)Nc2cc(C)on2)cc1 | -3% | 5% | 1 | 9% | / | 10 | 817 | -6% | 8% | -4.0%

The list goes on; the last 3 above are carried over.
structure | SIAH1 antagonists | P. falciparum M1AAP | TNAP activators | PMI inhibition | K1F lysis inhibition | Hep lipid drop | Hep lipid drop cells 6.5 µM | P. falciparum M17LAP | PMI inhibitors | XIAP displacement
COc1ccc2c(c1)Cc1sc(NC(C)=O)nc1-2 | 6% | -4% | 1.1 | 2% | -0.3% | 0 | 744 | -5% | 10% | 33%
COc1ccc(C(=O)NCC(=O)OCc2ccc(F)cc2Cl)cc1OC | -4% | 4% | 1.1 | -2% | -0.8% | 8 | 671 | 4% | -9% | -8.4%
CCCOc1ccc(C(=O)CCC(=O)OCC(=O)Nc2cc(C)on2)cc1 | -3% | 5% | 1 | 9% | / | 10 | 817 | -6% | 8% | -4.0%
COc1cc2c(cc1NC(=O)CSc1ccccn1)oc1ccccc12 | 0% | -5% | 1.1 | 5% | 1.3% | / | / | 1% | 5% | 4.7%
COC(=O)c1cc(=O)n(-c2c(Cl)cc(C(F)(F)F)cc2Cl)[nH]1 | -2% | 0% | / | / | 0.3% | 4 | 770 | 0% | / | /
CN(C)S(=O)(=O)c1ccc(N2CCCC2)c(C(=O)Nc2nc3c(ccc4ccccc43)s2)c1 | -2% | 8% | 1 | 17% | 1.0% | 31 | 664 | -2% | 6% | -5.4%
COc1ccc(NC(=O)c2csc3c2CCCCC3)c(OC)c1 | 2% | 1% | 1.1 | 0% | 0.2% | -36 | 759 | 12% | -4% | -2.2%
CCOc1cc(N2CCOCC2)c(OCC)cc1NC(=O)CN1CCCC(C)C1 (stereo not given) | 23% | 16% | 1 | 30% | 4.2% | -9 | 686 | -1% | 17% | -0.5%
O=C(Nc1ccccn1)c1ccc(NC(=O)c2ccco2)cc1 | 5% | 3% | 1.1 | 2% | -2.1% | / | / | 5% | -9% | -12%
CCCC(C)C(=O)Nc1nc(C)c(-c2csc(Nc3ccc(Cl)cc3)n2)s1 (stereo not given) | 2% | 3% | 1 | 26% | 3.8% | / | / | 6% | 35% | -3.9%
COc1ccc(N(CC(=O)NN=C2CCCC2)S(=O)(=O)c2ccccc2)cc1Cl | -6% | 7% | 1.4 | -11% | 0.2% | -18 | 641 | -3% | 4% | -7.0%
COc1ccnc(Oc2ccc3ccccc3c2)c1C#N | -4% | -3% | 1.1 | -7% | 0.3%[50 µM] | / | / | -2% | -2% | -3.7%
CCn1c(SCC(=O)Nc2ncc(C(F)(F)F)cc2Cl)nnc1-c1cccc(C)c1 | 6% | 1% | 1 | 0% | 3.0% | 0 | 432 | 6% | 3% | 9.6%
CC(SC1CCCC1)C(=O)Nc1ccnn1C(C)C (stereo not given) | 0% | 6% | 1 | -2% | 0.1% | / | / | -12% | -5% | -3.1%
CC1(C)Cc2c(C#N)c(N)sc(=S)c2CO1 | 4% | 0% | 0.8 | -32% | 0.1% | / | / | -2% | -55% | -2.8%
Cc1ccc(C)c(-n2nnnc2SCC(=O)c2ccc3c(c2)NC(=O)CO3)c1 | -3% | 11% | 1.1 | -15% | -0.3% | / | / | -1% | -13% | -3.6%
COCCNC(=O)c1ccccc1NC(=O)c1cccc([N+](=O)[O-])c1C | -7% | 4% | 1 | 5% | 0.1% | 2 | 688 | -1% | -1% | 0.0%
Cc1ccn2cc(CNC(=O)c3ccc(Br)o3)nc2c1 | 0% | 4% | 1.1 | -1% | 2.0% | / | / | -2% | 1% | -4.7%
Cc1ccc(/C(COc2ccccc2O)=N\O)cc1 | 2% | 10% | 1.2 | 13% | -2.5% | 6 | 667 | -2% | 15% | -2.4%

Molecules shown so far with bromine, in the order listed:
structure | SIAH1 antagonists | P. falciparum M1AAP | TNAP activators | PMI inhibition | K1F lysis inhibition | Hep lipid drop | Hep lipid drop cells 6.5 µM | P. falciparum M17LAP | PMI inhibitors | XIAP displacement
Brc1ccccc1-c1nnc(COc2cccc3cccnc23)o1 | -7% | 3% | 1 | 16% | -0.2% | -13 | 801 | 3% | 22% | -0.4%
Cc1ccn2cc(CNC(=O)c3ccc(Br)o3)nc2c1 | 0% | 4% | 1.1 | -1% | 2.0% | / | / | -2% | 1% | -4.7%

Remaining list, next part.
structure | SIAH1 antagonists | P. falciparum M1AAP | TNAP activators | PMI inhibition | K1F lysis inhibition | Hep lipid drop | Hep lipid drop cells 6.5 µM | P. falciparum M17LAP | PMI inhibitors | XIAP displacement
CC/C(=N\NC(=S)Nc1cc(C)ccc1C)c1ccc(OC(F)F)cc1 | 0% | 2% | 1.4 | 0% | ? | -28 | 673 | 30% | 10% | -7.5%
CN1C(=O)N(C)C2(C)CC1(C)N(C)C(=O)N2C | 5% | 3% | / | / | -0.7% | 10 | 675 | 4% | / | /
COc1ccc(N(C(=O)c2ccco2)S(=O)(=O)c2ccc(F)cc2)cc1 | 3% | -3% | 1.1 | 5% | 2.0% | -6 | 750 | -26% | 3% | 1.7%
COC(=O)NNC(=O)C1CCC(C)CC1 (stereo not given) | 2% | -2% | 1.1 | -8% | 3.5% | / | / | -6% | -6% | 0.0%
O=C(Cn1nc(C(=O)O)c2ccccc2c1=O)Nc1ccc2c(c1)OCO2 | 6% | 0% | / | / | -0.1%[50 µM] | 1 | 692 | -2% | / | /
CC(C)c1nnc(NC(=O)CCC(=O)NC2CCCCCCC2)s1 | -1% | -2% | 1 | 6% | -1.2% | / | / | -9% | 2% | -0.2%
CC(C)N(C(=O)COC(=O)c1ccc(O)cc1)C(C)C | 5% | 1% | 1.1 | 5% | 0.4% | -5 | 629 | 9% | 6% | -12%
Cc1cccc(S(=O)(=O)N2CN(Cc3ccco3)c3nc4ccccc4nc32)c1 | 2% | 13% | 1.1 | -24% | 0.0% | / | / | -4% | -12% | -23%
O=C(c1ccc2c(=O)n3c(nc2c1)CCCCC3)N1CCc2ccccc21 | 0% | 4% | / | / | 0.5% | 3 | 694 | -5% | / | /
COc1ccc(CN(C(=O)c2ccco2)C2CC(C)N(C)CC2C)cc1 (stereo not given) | 3% | -2% | 1.1 | -3% | 0.0% | / | / | -3% | -7% | -1.7%
Cc1cc(C)cc(N(CC(=O)NC2CC3CCC2C3)S(C)(=O)=O)c1 (stereo not given) | 0% | 7% | 1.1 | 18% | 0.5% | -15 | 630 | 14% | 21% | -4.2%
CC(=O)Nc1ccc(S(=O)(=O)NC(C)C(=O)NCCc2ccc(F)cc2)cc1 (stereo not given) | 15% | -1% | 1.1 | 3% | -1.6% | 10 | 692 | -8% | 6% | -0.8%
O=C(CN1C(=O)NC2(CCOc3ccccc32)C1=O)Nc1ccc(F)c(F)c1F (stereo not given) | 0% | 3% | 1 | 7% | -0.3% | -10 | 727 | 13% | -12% | -3.5%
CCC(Sc1nc(N)cc(=O)[nH]1)C(=O)NC(C(=O)OC)c1ccccc1 (stereo not given) | 2% | 9% | 1.1 | 14% | / | -4 | 639 | 8% | 16% | -1.9%
Cc1cccn2cc(-c3ccc(F)cc3)cc12 | 1% | 6% | 1.1 | -32% | -0.2% | 2 | 722 | 22% | -58% | -5.8%
Cc1ccc(CCNC(=O)c2cc(-c3ccncc3)nc3ccccc23)cc1 | 5% | 0% | / | / | 0.3% | 10 | 688 | 6% | / | /
CC(C)(C)c1ccc(CCC2OCC(CN3CCOCC3)O2)cc1 (stereo not given) | 6% | 4% | / | / | 2.5% | 7 | 750 | 6% | / | /
CCN(Cc1ccccc1)C(c1cc2ccc(C)cc2[nH]c1=O)c1nnnn1CCOC (stereo not given) | 4% | 3% | 1.1 | -62% | 0.2% | -1 | 731 | 29% | -26% | -0.6%
CCc1cccc(CC)c1NC(=O)C1CC(=O)N(c2ccc3c(c2)OCCO3)C1 (stereo not given) | -1% | 8% | 1.1 | -4% | -0.2% | -1 | 740 | 5% | -3% | -2.4%
O=C(CN1CCN(Cc2cccc(Cl)c2)C1=O)NCC1CCCO1 (stereo not given) | -4% | 4% | 0.9 | -8% | -0.3% | / | / | 0% | -8% | -3.2%
CNC(=S)N(CCc1c(C)[nH]c2ccc(Cl)cc12)Cc1cccs1 | 12% | 1% | 1.1 | 10% | / | -11 | 641 | -4% | 20% | -1.3%
COc1cccc(CN(C)Cc2nc(C3CC3)no2)c1 | 2% | -1% | 1 | -6% | 0.3% | -14 | 715 | 1% | -1% | -2.9%
Cc1ccc(NC(=O)C2OCCc3ccccc32)cc1Cl (stereo not given) | 3% | -9% | 1.1 | 2% | 0.3% | / | / | 3% | 2% | -4.6%
Fc1ccccc1NC(=S)NCCc1ccccc1 | 2% | 12% | 1 | -7% | -0.2% | / | / | 1% | -10% | -3.1%

Source: PubChem BioAssay (several laboratories)
